Screening results as filed in PubChem.
D3 ag: agonists of human D3 dopamine receptor | P35462 | D3R DiscoveRx beta-arrestin cells, luminescence, 90 min | max activation, % | actives 0.58% (n = 410,000) | AID 652048; in the data active = max activation above about 30%; also: 0% is about no effect; mostly tested at two doses, the higher about 12 µM
Target sequence (P35462 whole entry, looked up): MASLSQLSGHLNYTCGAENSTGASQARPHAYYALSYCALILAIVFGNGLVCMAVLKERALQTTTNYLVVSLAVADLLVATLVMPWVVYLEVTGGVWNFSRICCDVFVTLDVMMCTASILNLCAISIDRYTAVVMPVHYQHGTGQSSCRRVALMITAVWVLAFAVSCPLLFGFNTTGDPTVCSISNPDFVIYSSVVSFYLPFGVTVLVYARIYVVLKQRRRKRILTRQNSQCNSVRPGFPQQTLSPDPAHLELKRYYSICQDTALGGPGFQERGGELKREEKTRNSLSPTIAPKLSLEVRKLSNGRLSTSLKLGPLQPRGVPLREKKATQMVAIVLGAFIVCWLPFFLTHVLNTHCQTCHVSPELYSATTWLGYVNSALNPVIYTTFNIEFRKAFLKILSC
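Agonist-mode cell screen: cells plated at 1500/well and incubated overnight at 37 °C, then exposed to library compounds for 90 min at 37 °C. Detection reagent was added for 30–60 min at room temperature, and luminescence was read.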
GLP1R ag: GLP-1 receptor (human) agonism; HEK293 GLP-1R CRE-luciferase, luminescence, 4-6 h; cells express a hypersensitive GLP-1R form; Potency, µM (top dose mostly 45.6 µM), for inactives: at the highest dose activation, most hits filed as activators; actives 0.007% (n = 380,000); AID 624172; also: potency is read from the fitted curve at half-maximal effect; % of control where 0% means no effect
aSyn rescue: rescues yeast growth from alpha-synuclein toxicity; Yeast expressing alpha-synuclein, growth rescue, BacTiter-Glo, 24 h; actives 0.14% (n = 370,000); Potency, µM (series often up to 46.1 µM), for inactives: at the top dose growth rescue (activation), hits mostly activators; AID 652106; also: potency is read from the fitted curve at half-maximal effect; % of control where 0% means no effect; nearly all actives have a fitted effect of over 65% in size
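Rescue of yeast growth: cells expressing toxic alpha-synuclein, induced in galactose at OD600 0.02, incubated with compound 24 h at 30 C. ATP luminescence quantified growth; inhibitors of toxicity appear as activators.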
PTHR1 agonist: activates the human parathyroid hormone receptor PTHR1; actives 0.075% (n = 410,000); Potency, µM (highest dose often 115 µM), inactives show top-dose activation, hits mostly activators; Q03431; HEK293 GP2 PTHR1 cells, GloSensor cAMP luminescence, 1 h; also: potency is read from the fitted curve at half-maximal effect; nearly all actives have a fitted effect of over 55% in size; some results filed as inactive show a strong effect at the top dose; inactives centre near -15; many of its hits are not listed in these tables
Target sequence (Q03431 whole entry, looked up): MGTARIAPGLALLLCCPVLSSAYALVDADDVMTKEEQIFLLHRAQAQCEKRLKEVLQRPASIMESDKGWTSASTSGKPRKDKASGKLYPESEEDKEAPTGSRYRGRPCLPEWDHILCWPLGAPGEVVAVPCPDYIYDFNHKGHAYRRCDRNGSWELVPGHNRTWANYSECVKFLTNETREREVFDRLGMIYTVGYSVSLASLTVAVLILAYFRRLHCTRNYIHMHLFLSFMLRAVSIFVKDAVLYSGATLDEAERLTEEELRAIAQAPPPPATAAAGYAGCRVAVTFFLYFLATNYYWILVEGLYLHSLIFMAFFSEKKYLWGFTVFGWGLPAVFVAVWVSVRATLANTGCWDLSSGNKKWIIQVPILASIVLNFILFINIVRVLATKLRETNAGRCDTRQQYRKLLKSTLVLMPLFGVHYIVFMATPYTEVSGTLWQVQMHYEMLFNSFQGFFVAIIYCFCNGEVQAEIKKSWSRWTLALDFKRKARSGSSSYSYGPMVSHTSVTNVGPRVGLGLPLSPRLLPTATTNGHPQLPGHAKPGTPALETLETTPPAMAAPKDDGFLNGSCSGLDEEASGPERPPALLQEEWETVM
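HEK-293-derived GP2 cells expressing PTHR1 and a GloSensor cAMP reporter, 3,000/well, plated overnight, given luciferin plus IBMX (each 0.5 mM as added) for 1 h at 37 °C, then compound for 1 h at 37 °C. Luminescence was read after 15 min at room temperature.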
KB-V1 MDR tox: kills drug-selected multidrug resistant KB-V1 cells | Potency, µM (highest dose often 46.1 µM), inactives show top-dose activity change, negative = cytotoxicity, actives largely listed as cytotoxic | KB-V1 MDR cells viability, CellTiter-Glo, 72 h | AID 1347076 | actives 3.4% (n = 400,000); also: potency is read from the fitted curve at half-maximal effect; % is scaled to controls: 0 for no effect and ±100 for the full control effect; nearly all actives have a fitted effect of over 60% in size
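KB-V1, DMEM (no phenol red) + 10% FBS; cpd pin-transferred, titration series; 72 h, 37 degrees C; CellTiter-Glo, luminescence. Data normalized, curve-fit.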
TDP-43 yeast inh: rescues yeast growth from TDP-43 toxicity. TDP-43 expressing yeast growth rescue, BacTiter-Glo, 24 h. Potency, µM (top dose mostly 46.1 µM), inactives show at the highest dose growth rescue (activation), most hits filed as activators. actives 1.8% (n = 410,000); also: potency is read from the fitted curve at half-maximal effect; % of control where 0% means no effect; nearly all actives have a fitted effect of over 50% in size
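Yeast expressing TDP-43 (pregrown in raffinose, seeded at OD600=0.02 in galactose medium) exposed to compounds 24 hr at 30 deg C. Growth read by BacTiter-Glo luminescence; rescue of toxicity appears as increased signal.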
DRD3 antagonist: antagonists of human D3 dopamine receptor; max response, negative = inhibition, %; AID 652054; D3R cells, DiscoveRx beta-arrestin luminescence, antagonist mode; stronger effect = lower value; actives 2.5% (n = 360,000); in the data active = max response below about -50%; inconclusive = no clear call, values can overlap the other calls; also: % is scaled to controls: 0 for no effect and ±100 for the full control effect; mostly tested at two doses, the higher about 12 µM
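Cells expressing the human receptor were seeded at 1500 cells/well, incubated overnight at 37 degrees C in 5% CO2, then exposed to library compounds with dopamine controls for 90 minutes at 37 degrees C before luminescent detection.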
GLP1R cytotox: cytotoxic in the GLP-1 receptor inverse agonist counter-screen | AID 624418 | Potency, µM (doses to about 38.3 µM), without a hit: at the highest dose activity change, negative = inhibition, actives largely listed as inhibitors | HEK293 cAMP-luciferase reporter cells, luminescence, 24 h | actives 0.13% (n = 410,000);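 also: loss of luciferase light is scored as toxicity; potency is read from the fitted curve at half-maximal effect; % is scaled to controls: 0 for no effect and ±100 for the full control effect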
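A 23 nL compound transfer followed 12 hours of cell culture at 37 deg C; exposure then lasted 24 hr. Luciferase assay detection reagent was dispensed and plates read for luminescence after a 12 min room-temperature wait.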
GLP-1R inv ag: acts as inverse agonist at human GLP-1 receptor; P43220; HEK293 GLP-1R CRE-luciferase, luminescence, 24 h; GLP-1R form is constitutively active; Potency, µM (doses to about 38.3 µM), inactives show top-dose activity change, negative = inhibition, hits mostly inhibitors; actives 1.6% (n = 410,000); AID 624417; also: potency is read from the fitted curve at half-maximal effect; % is scaled to controls: 0 for no effect and ±100 for the full control effect; nearly all actives have a fitted effect of over 55% in size
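qHTS in 1536-well format: reporter HEK293 cells expressing constitutive GLP-1R activity in DMEM + 10% Nu serum, 24 hr with compounds at 37 deg C, luminescence read after 12 min with detection reagent.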
* = called active by the depositor; i = inactive; ? = inconclusive; · = no result given; & = joins results of further samples; [ ] = remark or other dose. Unless noted, calls follow the shape of the dose curve; as a rule, active = well fitted curve in the direction sought with a large enough effect; inconclusive = small, poorly fitted or top-dose-only effect, or another doubt; inactive = no such curve, though single readings can be large; an effect the other way counts as inactive or inconclusive.

SMILES	D3 ag	GLP1R ag	aSyn rescue	PTHR1 agonist	KB-V1 MDR tox	TDP-43 yeast inh	DRD3 antagonist	GLP1R cytotox	GLP-1R inv ag
O=C(NC1CCCCC1)c1cc(-n2cnnc2)ccc1Cl	1	-4%	6%	i	-2%	11%	24	3%	6%
COc1ccc2c(ccn2S(=O)(=O)c2ccccc2)c1	-6	2%	9%	-6%	12%	26%	2	3%	0%
COc1ccc(S(=O)(=O)N2CCc3ccccc32)cc1C(=O)O	-2	0%	-5%	i	6%	-13%	-13	4%	18%
N#CCc1ccc(OCCCN2CCC(C(O)(c3ccccc3)c3ccccc3)CC2)cc1	-18	0%	1%	-18%	18µM*	5%	-68*	?	?
Cc1cccc(NC(=O)c2ccc(S(=O)(=O)NCc3ccco3)cc2)n1	1	10%	0%[1.84 µM]	-37%	?	2%	-9	-3%	0%
CCCCCn1cnc2c(=S)nc(N)[nH]c21	-3	2%	-1%	-10%	-1%	18%	1	3%	23%
NC(=O)N/N=C/c1cccc(OCc2ccc(F)cc2)c1	1	6%	8%	i	1%	16%	5	-2%	59%[activator]
CC(C)CN1CCCC(N2CCN(c3cccc(Cl)c3)CC2)C1 (stereo not drawn)	3	-1%	-8%	-25%	-3%	-2%	3	-9%	-3%
Cc1onc(-c2ccccc2)c1C(=O)N/N=C/c1ccc(Br)cc1	4	7%	-6%	-1%	3%	20%	10	4%	?
COc1cccc(NC(=O)CN(C)CC(=O)Nc2ccc3c(c2)OCO3)c1	1	7%	5%	i	-8%	4%	5	-9%	-15%
Cc1cc(C(C)(C)C)cc(C)c1N	-12	6%	-13%	-42%[inhibitor]	-9%	-1%	?	-15%	8%
Cc1ccc(C)c(N/C=C(\C#N)c2nc3ccccc3o2)c1	5	-3%	-10%	i	-7%	15%	76	-5%	-12%
O=C(NCc1ccc(F)cc1)c1ccc(S(=O)(=O)Nc2cccc(C(F)(F)F)c2)cc1	-4	-2%	-3%	-38%	15µM*	6%	-26	-21%	?
Cc1c(Cl)cccc1NC(=S)NCCc1ccc(S(N)(=O)=O)cc1	-2	7%	-6%	i	-5%	-17%[0.397 µM]	-7	-2%	0%
Cc1ccc(S(=O)(=O)N(Cc2ccc(Cl)cc2)c2ccccc2C(=O)NCc2ccco2)cc1	-10	-1%	1%	i	18µM*	1%	-2	-3%	?
CCC(=O)NCCc1nc2ccccc2n1CC(=O)c1ccccc1	0	15%	0%	-23%	-17%	15%	12	-15%	-15%
CC(=O)C1=C(C)OC(N)=C(C#N)C1c1ccco1 (stereo not drawn)	-4	-1%	1%	-24%	6%	2%	-18	11%	34%[activator]
NNC(=O)c1cc(-c2ccccc2)sc1N	-16	2%	1%	-23%	1%	3%	-15	4%	8%
CC(=O)Oc1ccc(-c2ccc(C(=O)OCC(=O)N(C)CC(=O)Nc3ccccc3Cl)cc2)cc1	1	-5%	1%	i	0%	12%	-20	?	?
CCOC(=O)c1c2ccccc2[n+]([O-])n1[C@@H](C)C(N)=O	8	2%	1%	-13%	3%	10%	0	7%	14%
CNc1ccc([N+](=O)[O-])cc1C(=O)O	-6	-3%	-2%	19%	?	4%	-7	-31%	-3%
Cc1nn(C(=O)c2cccc(Cl)c2)c(C)c1S(=O)(=O)N1CCOCC1	-5	1%	·	-75%[inhibitor]	0%	14%	·	1%	16%
CC(=O)Nc1ccc(NC(=O)C2CCCN(S(=O)(=O)c3ccc(Cl)cc3)C2)cc1 (stereo not drawn)	1	3%	3%	-14%	6%	19%	4	1%	-5%
O=C(NNc1c2ccccc2nc2ccccc12)c1ccccc1O	0	12%	2%	-34%[inhibitor]	21µM*	-7%[0.397 µM]	-9	?	?
O=S(=O)(NCc1ccccn1)c1cc(OCC(F)(F)F)ccc1OCC(F)(F)F	7	-2%	-19%	9%	14%	-5%	-6	6%	-20%

One compound at a time, as listed above. Values in the order: D3 ag, GLP1R ag, aSyn rescue, PTHR1 agonist, KB-V1 MDR tox, TDP-43 yeast inh, DRD3 antagonist, GLP1R cytotox, GLP-1R inv ag
`N#CCc1ccc(OCCCN2CCC(C(O)(c3ccccc3)c3ccccc3)CC2)cc1` reads -18, 0%, 1%, -18%, 18µM*, 5%, -68*, ?, ?
`COc1cccc(NC(=O)CN(C)CC(=O)Nc2ccc3c(c2)OCO3)c1` reads 1, 7%, 5%, i, -8%, 4%, 5, -9%, -15%
`Cc1c(Cl)cccc1NC(=S)NCCc1ccc(S(N)(=O)=O)cc1` reads -2, 7%, -6%, i, -5%, -17%[0.397 µM], -7, -2%, 0%

Remaining list, next part
SMILES	D3 ag	GLP1R ag	aSyn rescue	PTHR1 agonist	KB-V1 MDR tox	TDP-43 yeast inh	DRD3 antagonist	GLP1R cytotox	GLP-1R inv ag
O=C(CNC(=O)C1CCCCC1)OCC(=O)c1ccc(F)cc1	-1	-7%	13%&9%	-13%	?	7%	-1	5%	1%
COc1ccccc1CCNC(=O)C(=O)NCC1OCCN1S(=O)(=O)c1ccc(OC)c(OC)c1 (stereo not drawn)	-10	4%	12%	-95%	?	-7%	8	-1%	26%
Cc1ccc(OCc2cc(C(=O)NCC(C)c3ccccc3)no2)cc1C (stereo not drawn)	-12	0%	-2%	-12%	·	-19%	?	-8%	?
Cc1ccc(Nc2nc(N)c([N+](=O)[O-])c(N3CCOCC3)n2)cc1	1	15%	1%	i	7%	0%	5	1%	10%
O=C(CN1C(=O)c2ccccc2C1=O)Nc1nccs1	5	5%	-7%	-25%	4%	0%	63	5%	-4%
C[C@@H](C(=O)NCC1CC1)[C@@H]1C[C@@]1(C)[C@@H](NC(=O)OCc1ccccc1)c1ccccc1	11	17%	5%	i	0%	22%	-3	-2%	?
CCc1c(C)nc2nncn2c1Nc1cccc(C)c1	4	·	·	-3%	·	?	·	0%	1%
Cc1cc(OCC(=O)C(C)(C)C)c2c(-c3ccccc3)cc(=O)oc2c1	1	25%	1%	-31%[inhibitor]	-5%	2%	5	1%	?
Cc1ccc(S(=O)(=O)N2CCN3CCCC3C2)cc1 (stereo not drawn)	-10	-5%	1%	-16%	3%	13%	10	1%	7%
CC(O)Cc1cn([C@@H](CCCCN)C(=O)N2CCNCC2)nn1 (stereo partly drawn)	6	0%	3%	-2%	10%	15%	19	8%	14%
CS(=O)(=O)Nc1cccc(NC(=O)C2Cc3c(-c4ccco4)ccnc3O2)c1 (stereo not drawn)	4	23%	0%	i	-15%	15%	2	-4%	22%
COc1cccc(CNC(=O)CCC2CCCN(C(=O)Cc3ccccc3F)C2)c1 (stereo not drawn)	5	-1%	1%	-20%	?	-16%	-6	-1%[7.66 µM]	0%[7.66 µM]
O=C(NC1CCN(Cc2ccc(Cl)c(Cl)c2)CC1)c1ccccc1	-21	12%	14%	-16%	0%	-2%	-99*	0%	11%
Cc1cc(C)c(S(=O)(=O)NCCSCc2ccco2)c(C)c1	4	-1%	29%	?	-15%	10%	-23	7%	?
O=C(CSc1ncccn1)NCc1ccccc1	-2	-1%	1%	-14%	14%	0%	0	-4%	0%
O=C(NCCC1=CCCCC1)C(=O)NCC1OCCCN1S(=O)(=O)c1cc(F)ccc1F (stereo not drawn)	-2	12%	6%	-11%	5%	15%	-1	-19%	?
CC1(C)OC(C(N)=O)C(C(N)=O)O1 (stereo not drawn)	0	-1%	0%	i	19%	5%	15	-1%	43%[activator]
COc1ccc([C@@H]2CC=C(C(=O)O)[C@H](c3cccc(Cl)c3)N2S(=O)(=O)c2ccc(C)cc2)cc1OC	11	-3%	3%	-6%	?	17%	-9	0%	-17%
CC(C)(C)c1ccc(C(=O)NCC(=O)NCC(C)(C)N2CCOCC2)cc1	3	5%	2%	i	-3%	0%	34	17%	-14%
CCCCn1c(=N)c(S(=O)(=O)c2ccccc2)cc2c(=O)n3cccc(C)c3nc21	14	·	·	i	0%	22%[9.22 µM]	·	-13%	0%
CC(C)CCNC(=O)C(=O)Nc1cc2c3c(c1)CCC(=O)N3CCC2	4	-1%	3%	i	-17%	16%	2	-8%	26%
N#Cc1c(N)n(-c2cccc(C(=O)O)c2)c2nc3ccccc3nc12	2	-6%	-6%	-20%	12%	0%	37	·	10%
Cc1ccc(C2=Nc3cccnc3C(c3ccccc3)=NN2)cc1	-11	3%	-5%	-24%	?	-18%	7	-7%[0.307 µM]	-12%[0.307 µM]
Cc1cc(C)c(C#N)c(SCc2ccc(C#N)cc2)n1	-11	1%	-18%	-14%[57.5 µM]	5%	-25%	2	-4%	-1%
Cc1nc2sc(C(c3cccc(F)c3)N3CCC(O)CC3)c(O)n2n1 (stereo not drawn)	0	-5%	7%	i	18%	20%	16	-26%	3%

Continuation.
SMILES	D3 ag	GLP1R ag	aSyn rescue	PTHR1 agonist	KB-V1 MDR tox	TDP-43 yeast inh	DRD3 antagonist	GLP1R cytotox	GLP-1R inv ag
Fc1ccccc1-c1csc(=Nc2cccnc2)n1CC1CCCO1 (stereo not drawn)	11	9%	4%	-34%[inhibitor]	?	4%	3	9%	?
CCc1cc(C)cc(OCCNC(=O)c2ncn[nH]2)c1	-2	0%	3%	-6%[57.5 µM]	-20%	11%	10	18%	2%
Cc1cccc(C(=O)Nc2ccc(N3CCN(S(C)(=O)=O)CC3)cc2)c1	-3	18%	14%	i	8%	1%	-19	27%	2%
CCOc1ccccc1NC(=S)N1CCN(c2cccc(OC)c2)CC1	-1	3%	-1%	-33%[inhibitor]	-11%	0%	-4	-25%	?
Cc1ccc(NC(=O)CS(=O)(=O)c2cn(CC(=O)N3CCOCC3)c3ccccc23)cc1	-1	20%	2%	-15%	-3%	-8%	7	-1%	2%
CCOC(=O)c1cc2c(=O)n3ccccc3nc2n(CCOC)c1=NC(=O)c1c(-c2ccccc2Cl)noc1C	-17	·	·	-9%	13%	-18%	·	5%	1%
O=C(NC1CCCCC1)n1c(=O)oc2ccc(Cl)cc21	20	1%	2%	i	0%	-5%	-11	3%	8%

Some of the compounds tested (hit frequency here may not be typical).
